D2 antagonist – antagonizes the human D2 dopamine receptor | HEK293 TREx D2 cells, calcium flux, dopamine EC80 | inhibition, % at 10 µM | 2% of 340,000 active; in the data active = inhibition above about 30%; also: 0% is about no effect
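Inhibition of EC80 dopamine-driven calcium flux, recorded kinetically, defines activity here; cells are a tetracycline-induced HEK293 T-REx line expressing force-coupled D2.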
TRHR PAM – allosterically enhances the human TRH receptor; AID 493056; 0.66% of 360,000 active; P34981; TRHR cells, fluo-8 calcium fluorescence, EC20 TRH enhancement; enhancement, % at 2 µM; in the data active = enhancement above about 30%; also: 0% is about no effect
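Enhancer read-out: after compound pinning and an initial kinetic agonist-mode read, an EC20 of TRH (10 nM final) was injected and fluo-8 calcium signal (Ex 480/Em 530) followed at 1 s/cycle for 100 cycles in TRHR-expressing cells.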
mIDH1 inhibitor – inhibitors of human mutant IDH1 R132H; O75874; IDH1-R132H enzyme, NADPH consumption, diaphorase/resazurin fluorescence; Potency, µM (top dose mostly 76.6 µM), for inactives: at the top dose activity change, negative = inhibition, actives largely listed as inhibitors; 0.093% of 390,000 active; also: potency is read from the fitted curve at half-maximal effect; % is scaled to controls: 0 for no effect and ±100 for the full control effect; nearly all actives have a fitted effect of over 65% in size
Target sequence (O75874 whole entry R132H, stated change not applied): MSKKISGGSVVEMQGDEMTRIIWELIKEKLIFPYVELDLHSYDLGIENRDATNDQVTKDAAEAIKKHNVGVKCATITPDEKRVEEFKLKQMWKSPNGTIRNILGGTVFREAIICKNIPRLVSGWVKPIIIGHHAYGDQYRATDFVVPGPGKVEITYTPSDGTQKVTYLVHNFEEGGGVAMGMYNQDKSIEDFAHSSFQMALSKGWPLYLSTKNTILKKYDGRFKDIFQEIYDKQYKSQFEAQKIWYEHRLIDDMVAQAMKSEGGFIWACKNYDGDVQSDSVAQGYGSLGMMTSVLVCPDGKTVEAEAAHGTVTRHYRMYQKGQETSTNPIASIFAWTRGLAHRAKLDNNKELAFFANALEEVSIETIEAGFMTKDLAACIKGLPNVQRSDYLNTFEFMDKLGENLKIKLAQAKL
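IDH1-R132H (0.5 ug/mL) preincubated 30 min with compound, then NADPH (0.016 mM) and alpha-KG (2 mM) added; 80 min at RT, pH 7.5. Remaining NADPH coupled via diaphorase/resazurin to fluorescence (540/590 nm); concentration-response curves normalized to no-enzyme control.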
USP1 inh – blocks the human USP1/UAF1 deubiquitinase complex; O94782; recombinant USP1/UAF1, Ub-Rhodamine cleavage fluorescence; Potency, µM (top dose mostly 57.1 µM), for the others: top-dose activity change, negative = inhibition, actives largely listed as inhibitors; 0.23% of 390,000 active; AID 743255; also: potency is read from the fitted curve at half-maximal effect; % is scaled to controls: 0 for no effect and ±100 for the full control effect; nearly all actives have a fitted effect of over 60% in size; inactives centre near -12
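USP1/UAF1 complex (1 nM) preincubated 15 min at room temperature with compound, then Ub-Rho substrate (150 nM final) added. Kinetic fluorescence at 480/540 nm over 6 reads at 60 s intervals; 50 mM HEPES pH 7.8, 0.5 mM EDTA, 0.1 mg/ml BSA, 1 mM TCEP, 0.01% Tween-20.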
TrxR1 substrate – substrates of rat thioredoxin reductase 1; Potency, µM (series often up to 114 µM), without a hit: at the highest dose activity change, negative = substrate turnover; purified TrxR1 substrate turnover, NADPH consumption readout; AID 588456; 0.01% of 390,000 active; also: potency is read from the fitted curve at half-maximal effect; % is scaled to controls: 0 for no effect and ±100 for the full control effect; nearly all actives have a fitted effect of over 50% in size
Target sequence (O89049 whole entry, looked up): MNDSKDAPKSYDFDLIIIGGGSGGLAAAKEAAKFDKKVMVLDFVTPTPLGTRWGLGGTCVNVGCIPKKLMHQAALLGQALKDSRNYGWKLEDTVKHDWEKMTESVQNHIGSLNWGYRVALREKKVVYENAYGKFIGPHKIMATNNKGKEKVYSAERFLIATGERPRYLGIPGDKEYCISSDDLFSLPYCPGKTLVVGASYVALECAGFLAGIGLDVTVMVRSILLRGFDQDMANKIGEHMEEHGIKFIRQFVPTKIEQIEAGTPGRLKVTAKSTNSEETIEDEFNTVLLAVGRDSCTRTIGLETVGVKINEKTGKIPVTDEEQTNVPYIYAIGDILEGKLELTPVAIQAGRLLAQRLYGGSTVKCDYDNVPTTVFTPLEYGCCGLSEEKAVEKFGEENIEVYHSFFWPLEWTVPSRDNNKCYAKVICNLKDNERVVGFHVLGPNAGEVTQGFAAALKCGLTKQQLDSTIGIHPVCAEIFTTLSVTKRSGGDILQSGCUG
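Rat TrxR1, dispensed at 90 nM, was prereduced with 400 uM NADPH (final) for 5 min at ~22 deg C, then incubated with compound 15 min before 400 uM selenite. A first-read NADPH fluorescence drop versus no-compound background flagged substrates.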
TrxR1 inh – blocks rat thioredoxin reductase 1; O89049; recombinant rTrxR1, NADPH fluorescence consumption, selenite substrate; Potency, µM (highest dose often 114 µM), for inactives: at the top dose activity change, negative = inhibition, usual class: inhibitors; 1% of 390,000 active; AID 588453; also: potency is read from the fitted curve at half-maximal effect; % is scaled to controls: 0 for no effect and ±100 for the full control effect; nearly all actives have a fitted effect of over 65% in size
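Rat TrxR1 (90 nM in the dispensed reagent) was pre-reduced with 400 uM NADPH for 5 min at room temperature, then incubated with compound for 15 min. After 400 uM selenite was added, NADPH fluorescence (Ex 340/Em 450 nm) was followed for 8 min.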
D2 agonist – agonists of human D2 dopamine receptor. P14416. 0.53% of 340,000 active. HEK293 T-REx D2 cells, calcium flux agonist mode. activation, % at 2 µM;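 active = activation over 3 SD above normal in the single-dose calcium agonist read, cut at about 30% in these data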; also: 0% is about no effect
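HEK293 Trex D2 cells, tetracycline-induced, o/n 30 C 5% CO2; no-wash Ca dye, RT 30–90 min; 10-cycle baseline, 23 nl cpd added, kinetic Ca read 180 s; agonist hits = positive Ca response.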
TRHR ag – activates the human TRH receptor | P34981 | TRHR cells, calcium flux fluo-8, FDSS agonist mode | activation, % at 2 µM | 0.18% of 360,000 active; in the data active = activation above about 30%; also: 0% is about no effect
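Fluo-8-loaded TRHR cells; 10 s baseline, compound added, kinetic Ca2+ fluorescence read 1/s, agonist mode.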
Pin1 inhibitor – blocks the human prolyl isomerase Pin1; Pin1 FP peptide displacement, HiFluor488, 10 min; Potency, µM (series often up to 115 µM), without a hit: top-dose activity, negative = inhibition, actives largely listed as inhibitors; 0.009% of 390,000 active; active = well fitted inhibition curve with a large enough effect in the polarisation, with a control signal flat, not every such curve was filed as active; inconclusive = small, poorly fitted or top-dose-only effect, or effect the other way, or a change in a side signal; inactive = no such curve, though single readings can be large or run the other way; the % refers to the polarisation; also: potency is read from the fitted curve at half-maximal effect; % is scaled to controls: 0 for no effect and ±100 for the full control effect
Target sequence (Q13526 whole entry, looked up): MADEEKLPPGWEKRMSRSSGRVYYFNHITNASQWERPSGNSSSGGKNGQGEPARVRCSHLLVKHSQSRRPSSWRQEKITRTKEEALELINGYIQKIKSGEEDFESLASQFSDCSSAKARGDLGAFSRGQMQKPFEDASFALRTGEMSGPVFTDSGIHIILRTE
An asterisk follows results filed as active; ? = inconclusive; . = no result given; & = joins results of further samples; [ ] = dose if it differs, or a comment. Unless noted, calls follow the shape of the dose curve; as a rule, active = well fitted inhibition curve with a large enough effect; inconclusive = small, poorly fitted or top-dose-only effect; inactive = no such curve, though single readings can be large or run the other way. Not all compounds are listed; rates above refer to the full screens.

molecule	D2 antagonist	TRHR PAM	mIDH1 inhibitor	USP1 inh	TrxR1 substrate	TrxR1 inh	D2 agonist	TRHR ag	Pin1 inhibitor
CCN1C(=O)C(CC(=O)NC)N(NC(=O)c2ccccc2)C1=S (stereo not drawn)	-1	5	-2%	4%	-6%	-8%	0.1	-0.8	2%
CCOC(=O)C(=O)Nc1sc(C(=O)N2CCOCC2)c(C)c1C#N	6	3	-5%	7%	-4%[57.1 µM]	-4%[57.1 µM]	1.4	1.1	-9%
Cc1cccc(N2C(=O)CC(Sc3nnc(C)s3)C2=O)c1 (stereo not drawn)	-2	2	9%	-24%	0%	20µM*	0.5	0.2	6%
COc1ccccc1C(=O)NCC(=O)OC(C)C(=O)NC1CCCCC1C (stereo not drawn)	21	-2	25%	-8%	-1%	17%	0.6	1.5	-3%
CN1CCN(c2ccc([N+](=O)[O-])cc2S(=O)(=O)N2CCOCC2)CC1	-1	3	4%	-10%	-2%	5%	-0.1	0.4	3%
Cc1[nH]c(=S)sc1Cc1ccc(F)cc1	5	-7	7%	-19%	-4%	-15%	-1.5	-1.0	-3%
O=C(c1ccc(F)cc1F)N1CCN(c2n[nH]c(=O)[nH]c2=O)CC1	-15	16	18%	-15%	0%	15%	-0.7	-0.1	-13%
O=C(/C=C/c1ccc([N+](=O)[O-])cc1)N1CCN(Cc2ccccc2)CC1	5	-3	-5%	-15%	-1%	11%	-0.6	-0.5	-4%
Cc1c(C(=O)O)sc2ncn(C)c(=O)c12	-9	-2	2%	-24%	2%	0%	0.3	0.5	-2%
O=C(COC(=O)c1ccccc1)Nc1cc(Cl)ccc1Oc1ccccc1	5	9	13%	-14%	-8%	16%	0.7	1.2	14%
Cn1nc(C(=O)Nc2sccc2C(N)=O)ccc1=O	-2	-4	-5%	-2%	6%[57.1 µM]	?	1.0	-0.2	?
Cc1ccc(S(=O)(=O)N2CCC(=O)N(C(COCc3cccc(C(F)(F)F)c3)Cc3ccccc3)CC2)cc1 (stereo not drawn)	-17	-6	0%	?	4%[57.1 µM]	21%	3.5	2.7	2%
O=C(Nc1ccc(N2CCN(C(=O)c3ccco3)CC2)cc1)c1cc(Br)ccc1Cl	6	0	4%	-24%	-5%	-4%	-0.3	-0.1	8%
COc1ccc(-c2noc(-c3ccc(Br)o3)n2)cc1OC	-6	1	0%	-10%	6%	3%	0.2	-0.2	8%
Cc1ccc(C(=O)C2C(=O)c3ccccc3C2=O)cc1	12	-4	0%	-4%	-6%	-5%	-1.0	-1.0	1%
CN1CCN(CCC(=O)N/N=C/c2ccccc2F)CC1	2	-1	-4%	-8%	0%	13%	0.4	0.4	0%
C=CCN1C(=O)c2ccc(C(=O)N3CCN(S(=O)(=O)c4ccc(C(C)C)cc4)CC3)cc2C1=O	5	4	-10%	-20%	-1%[57.1 µM]	0%[57.1 µM]	0.1	-0.1	2%
CCN1CCN(c2ccc(S(=O)(=O)N3CCOCC3)cc2NC(=O)/C=C/c2ccc(C)cc2)CC1	0	-2	-1%	-13%	0%	6%	-0.5	0.3	-6%
Cc1cc(Cl)c2oc(C(=O)N(C)CC3CCOCC3)c(C)c2c1	8	6	13%	-9%	0%[57.1 µM]	6%[57.1 µM]	-0.1	-0.3	-4%
COc1ccc(CCNS(=O)(=O)c2c(N)n(C)c(=O)n(C)c2=O)cc1OC	3	-6	-4%	-7%	4%	9%	2.9	3.6	-4%
COc1ccc(CC(=O)N2CCN(c3ccc(F)cc3)CC2)cc1	-4	-2	-4%	-14%	5%	28%	-0.1	-0.7	-2%
COc1cc(C2C(C(=O)c3cc4ccccc4o3)=C(O)C(=O)N2CCN2CCOCC2)ccc1OCCC(C)C (stereo not drawn)	-1	8	-4%	-18%	-12%	?	1.5	0.2	21%
Cn1c(=O)c([N+](=O)[O-])c(NCc2ccc3c(c2)OCO3)c2ccccc21	-8	-1	0%	-17%	-6%	13%	-2.0	1.1	1%
Cc1ccc(C(=O)N/C(=C\c2ccc(F)cc2)C(=O)NCCCn2ccnc2)cc1	-19	2	0%	-2%	-2%[57.1 µM]	-2%[57.1 µM]	0.1	0.0	0%
O=C(NCc1cccc(Cl)c1)c1ccc(NC(=O)N2CC3CCCN3c3ccccc32)cc1 (stereo not drawn)	.	-3	23%	-18%	2%[57.1 µM]	10%[57.1 µM]	0.2	0.7	?
CCCCCCCCN1[C@@H](CC(=O)OCC)c2ccc(C(F)(F)F)cc2S1(=O)=O	.	.	3%	-31%	-9%&-8%	4%&21%	.	.	8%
CCCCCC(O)CCC(=O)NNC1=CC(=O)CC(C)(C)C1 (stereo not drawn)	-25	-3	5%	-10%	2%[57.1 µM]	-59%	1.2	0.2	1%
CN(C)S(=O)(=O)c1ccc(N2CCCC2)c(C(=O)NNC(=O)c2ccccc2)c1	8	1	-1%	-4%	6%	25%	0.1	-0.8	0%
Cc1cc(C)cc(-n2c(SCC(=O)N3CCCCC3)nc3c([nH]c4ccccc43)c2=O)c1	.	1	2%	-17%	6%[57.1 µM]	17%[57.1 µM]	.	0.1	2%
CN(C)C(CNC(=O)c1cccc(OC(F)F)c1)c1ccco1 (stereo not drawn)	.	-4	3%	-11%	-8%	-19%	.	0.1	12%
CS(=O)c1ccccc1O (stereo not drawn)	4	2	-7%	-3%	3%	9%	-0.6	1.0	-1%
O=C(Cc1ccc(S(=O)(=O)N2CCOCC2)s1)N1CCN(S(=O)(=O)c2cccc([N+](=O)[O-])c2)CC1	-13	-3	7%	-3%	7%[11.4 µM]	21%[11.4 µM]	0.4	0.3	34%[activator]
COCCn1c(C)cc(C(=O)CN2C(=O)NC3(CCCCCCC3)C2=O)c1C	-3	-2	-2%	11%	0%	-3%	0.3	0.1	3%
Cc1ccc(S(=O)(=O)N2CCOCC2)cc1C(=O)NC1CCCCC1	4	-8	0%	-7%	8%[57.1 µM]	3%	0.7	0.2	3%
CC(=O)N1CCN(C(=O)Cn2c(=O)oc3ccccc32)CC1	-4	6	0%	-24%	10%[57.1 µM]	18%[57.1 µM]	0.7	0.7	-3%
O=C(c1ccc(N2CCCC2)c([N+](=O)[O-])c1)N1CCN(S(=O)(=O)c2ccccc2)CC1	-3	11	0%	-5%	11%	?	-1.0	-1.2	2%
O=C(COC(=O)C1CC1)NCc1ccccc1Cl	-3	1	2%	-7%	-6%	-8%	0.6	0.0	-5%
CC(=O)c1cc(-c2ccccc2)n(CCC(=O)NCCc2ccccc2)c1C	.	-6	8%	-13%	1%[57.1 µM]	3%[57.1 µM]	-1.0	-0.5	-9%
COc1ccc2ccccc2c1/C=N/NC(=O)c1ccccc1F	-3	5	26%	-11%	-6%	12%[57.1 µM]	2.6	-0.2	-1%
CCCn1c(NCc2ccc(C)o2)nc2ccccc21	-11	3	1%	-5%	7%	26%	-0.1	-0.2	2%
CCN(CC)S(=O)(=O)c1ccc(NC(=O)Cn2c(=O)oc3ccccc32)cc1	-1	11	4%	-15%	7%[57.1 µM]	5%[57.1 µM]	0.6	0.7	6%
CCSC1=N/C(=C\c2ccc(C)s2)C(=O)S1	-11	-4	3%	-31%	-12%	-24%	-1.5	0.2	0%
COc1ccc(CCNC(=O)COc2ccc3c(C)cc(=O)oc3c2)cc1OC	-6	3	-4%	-6%	-2%[57.1 µM]	0%[57.1 µM]	-0.4	0.1	3%
CC1CCN(CCCNC(=O)c2nn(C)c3c2CS(=O)(=O)c2ccccc2-3)CC1	4	-3	6%	-15%	5%	30%[activator]	0.6	0.9	-7%
CCN(CC)C(=O)COc1ccc2c(-c3ccccc3)cc(=O)oc2c1	10	-16	-13%	-5%	1%	24%	-0.3	-0.3	1%
COc1ccc(NC(=O)CSc2nnc(-c3ccccc3)n2N)cc1	-9	3	-4%	6%	-2%	7%	0.2	-1.2	12%
O=C(CSc1ccc(Cl)cc1)Nc1cccc(-c2nnc(-c3ccco3)o2)c1	-4	16	0%	-18%	-3%	-2%	1.0	1.1	1%
O=C1CCN(S(=O)(=O)c2ccc(Cl)cc2)CCN1	-1	5	0%	-4%	-10%	-6%	0.2	0.1	3%
C/C(=N\OC(=O)Nc1ccc(Cl)cc1)c1ccc(F)c(F)c1	41*	-5	0%	-14%	1%	12%	-1.1	-0.3	-5%
O=C1NC(=O)C2(COC(c3cccnc3)OC2)S1 (stereo not drawn)	-4	3	11%	-5%	-2%	12%	3.1	0.3	-1%
COc1ccc(-c2nc(C)ncc2N=Nc2ccccc2)cc1	-2	7	1%	-7%	3%[57.1 µM]	14%[57.1 µM]	-0.4	0.0	-1%
O=C(NCCc1ccc(F)cc1)Nc1ccccc1	-18	4	0%	-11%	5%	7%	-0.4	1.0	4%
COc1cc(/C=N/NC(=O)c2ccc(CN(C)S(=O)(=O)c3ccc(C)cc3)cc2)ccc1O	2	-4	2%	-14%	5%[57.1 µM]	14%[57.1 µM]	-0.4	-0.7	-1%
CCOc1ccc(NC(=O)CCNS(=O)(=O)c2cccc3nonc23)cc1	-30	2&-4	-5%&17%	1%&-7%	-4%&-1%	7%&-4%	-1.0&0.7	-0.7&-0.4	2%&2%
Cc1[nH]c2ccccc2c1/C=N/NC(=S)NCc1ccccc1	-6	2	11%	-17%	-15%	-8%	1.0	0.4	54%[activator]

Reformatted: entries from further up
Results follow in this order: D2 antagonist, TRHR PAM, mIDH1 inhibitor, USP1 inh, TrxR1 substrate, TrxR1 inh, D2 agonist, TRHR ag, Pin1 inhibitor
COc1ccc(NC(=O)CSc2nnc(-c3ccccc3)n2N)cc1
  -9, 3, -4%, 6%, -2%, 7%, 0.2, -1.2, 12%
O=C(CSc1ccc(Cl)cc1)Nc1cccc(-c2nnc(-c3ccco3)o2)c1
  -4, 16, 0%, -18%, -3%, -2%, 1.0, 1.1, 1%

Bioassay records deposited in PubChem by National Center for Advancing Translational Sciences (NCATS).
